Screens deposited in PubChem BioAssay by The Scripps Research Institute Molecular Screening Center.
FBW7 activator = activators of human E3 ligase FBW7 | AlphaScreen FBW7–phospho-cyclin E peptide binding, activator screen | normalized activity (activation), % at 26.1 µM | AID 1259310 | Q969H0 | 650,000 tested, 0.13% active; in the data active = normalized activity above about 1.9%;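 note: purified mutant Fbw7 with reduced substrate affinity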
Target sequence (Q969H0 whole entry, looked up): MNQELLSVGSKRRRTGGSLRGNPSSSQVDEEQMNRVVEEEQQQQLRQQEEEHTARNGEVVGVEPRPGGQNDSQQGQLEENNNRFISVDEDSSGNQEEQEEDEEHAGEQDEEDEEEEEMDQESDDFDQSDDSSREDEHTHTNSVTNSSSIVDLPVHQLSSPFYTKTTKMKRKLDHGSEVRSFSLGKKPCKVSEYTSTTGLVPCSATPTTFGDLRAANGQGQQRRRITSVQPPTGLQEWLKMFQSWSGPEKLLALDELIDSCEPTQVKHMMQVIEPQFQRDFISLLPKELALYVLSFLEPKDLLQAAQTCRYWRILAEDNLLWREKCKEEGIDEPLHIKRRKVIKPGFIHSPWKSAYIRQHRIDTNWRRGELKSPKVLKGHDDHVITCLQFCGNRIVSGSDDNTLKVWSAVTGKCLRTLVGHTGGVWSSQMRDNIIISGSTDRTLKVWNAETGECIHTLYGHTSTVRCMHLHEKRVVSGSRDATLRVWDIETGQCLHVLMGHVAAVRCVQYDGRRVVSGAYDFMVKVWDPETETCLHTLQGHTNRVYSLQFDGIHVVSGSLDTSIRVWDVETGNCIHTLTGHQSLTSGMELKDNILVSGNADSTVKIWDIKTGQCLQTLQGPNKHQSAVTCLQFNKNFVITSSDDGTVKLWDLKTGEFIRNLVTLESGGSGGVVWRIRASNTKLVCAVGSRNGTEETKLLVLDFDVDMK
GPR151 ag = activators of human GPR151 | Q8TDV0 | activation, % at 11.2 µM | 650,000 tested, 1% active | AID 1508602 | PathHunter beta-arrestin GPR151 cells, luminescence; in the data active = activation above about 4.9%;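 note: 0% = median of compound wells and 100% = cells with positive control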
Target sequence (Q8TDV0 whole entry, looked up): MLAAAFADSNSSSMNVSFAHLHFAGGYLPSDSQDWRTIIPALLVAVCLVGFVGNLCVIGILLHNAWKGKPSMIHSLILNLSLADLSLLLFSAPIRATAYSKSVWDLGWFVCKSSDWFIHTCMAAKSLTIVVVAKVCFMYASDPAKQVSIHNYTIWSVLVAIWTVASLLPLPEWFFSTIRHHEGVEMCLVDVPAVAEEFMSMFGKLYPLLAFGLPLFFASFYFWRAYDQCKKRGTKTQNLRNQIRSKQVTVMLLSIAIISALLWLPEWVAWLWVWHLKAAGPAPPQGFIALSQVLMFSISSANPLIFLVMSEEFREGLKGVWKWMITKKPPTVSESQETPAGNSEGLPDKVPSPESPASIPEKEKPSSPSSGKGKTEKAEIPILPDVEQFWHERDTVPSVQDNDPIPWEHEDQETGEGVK
TEAD-YAP block = TEAD-YAP interaction inhibition; HEK-TIYL cells, TEAD-Gal4/YAP UAS-luciferase luminescence; inhibition, % at 9.12 µM; 640,000 tested, 1.4% active; in the data active = inhibition above about 32%;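 note: 0% = median of test compound wells and 100% = reference inhibitor wells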
MITF inh = blocks human microphthalmia-associated transcription factor; O75030; AlphaScreen MITF homodimerization, bead proximity signal; inhibition, % at 2.6 µM; 650,000 tested, 0.91% active; in the data active = inhibition above about 50%;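 note: 0% = vehicle wells with protein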
The depositor's hits bear a star; / = no result given.

SMILES	FBW7 activator	GPR151 ag	TEAD-YAP block	MITF inh
CC(C)n1c(NCCCN2CCCC2=O)nc2c(Nc3ccc(N4CCOCC4)cc3)ncnc21	-0.1	1.4	-1.4	-4.6
CCC(C)(C)n1nnnc1C(C(C)C)N1CCN(C(=O)c2ccco2)CC1 (stereo not given)	0.1	-1.5	-1.9	3.7
O=C(CCc1nnc(CCc2c[nH]c3ccccc23)o1)N1CCCC1c1nccs1 (stereo not given)	0.2	0.3	-8.5	-1.9
O=C1c2ccccc2C(=O)c2c(O)c(Oc3ccccc3)cc(O)c21	-0.2	0.1	-3.8	2.3
CCCSCCCNC(=O)C1CCCN(c2nc3ccc(OCC)cc3s2)C1 (stereo not given)	0.2	1.1	-97.7	1.4
O=C(NC(Nc1cccc(Cl)c1)C(=O)c1ccccc1)c1cccs1 (stereo not given)	0.1	0.0	8.3	0.0
CCOCCOC(=O)C1=C(C)NC2=C(C(=O)CC(c3cccs3)C2)C1c1ccc(Cl)cc1 (stereo not given)	-0.1	-0.8	13.3	-10.2
O=C(CNS(=O)(=O)c1ccc([N+](=O)[O-])cc1)N/N=C/c1ccccc1	0.0	2.1	4.5	8.5
Cc1c(Cl)cccc1NC(=O)C1CC(=O)NC2=C1C(=O)CCC2 (stereo not given)	0.0	2.2	15.7	7.9
O=C(Cn1nc(-c2cccnc2)oc1=O)N1CCCCC1	0.0	0.7	8.0	-4.2
CC1=NN(c2ccc(C(=O)O)cc2)C(=O)/C1=C\c1ccc(-c2c(Br)cc([N+](=O)[O-])cc2Br)o1	-0.1	-1.1	-5.7	0.4
CC1(C)S[C@@H]2[C@H](NC(=O)[C@H](N)c3ccccc3)C(=O)N2[C@H]1C(=O)OC1OC(=O)c2ccccc21 (stereo not given in full)	-0.1	1.5	/	6.4
Nc1cccc(-c2nc(NCCCN3CCCC3=O)c3ncn(-c4ccsc4)c3n2)c1	0.2	-0.1	62.4*	12.6
Cc1ccc(N2CC(c3nnc(Cc4ccc(F)cc4)o3)CC2=O)cc1 (stereo not given)	0.4	-0.9	6.0	3.4
Cc1ccccc1C(=O)Nc1ccccc1C(=O)N1CCOCC1	0.1	-1.8	-2.3	8.6
Nc1ccc(S(=O)(=O)NNC(=O)C(=O)NNc2ccccn2)cc1	-0.2	-0.6	-3.8	44.5
CCCC(C(=O)NNC(=O)CN(C)S(=O)(=O)c1ccc(C)cc1)c1ccccc1 (stereo not given)	0.3	-0.5	2.7	4.3
O=C(Cn1cnc2sc3c(c2c1=O)CCCC3)NCCCC(=O)N1CCCC1	-0.4	0.3	7.4	-3.0
O=C(Nc1ccc(S(=O)(=O)Nc2nccs2)cc1)c1c(Cl)cccc1Cl	0.0	-0.5	5.0	-4.5
O=C(CN(C(=O)c1csnn1)c1ccccc1C(F)(F)F)NCCc1ccccc1	0.8	0.3	6.2	12.9
CN(C)C(Cc1ccccc1)C(=O)c1ccn(C)c1 (stereo not given)	-0.1	-2.5	-6.1	-1.5
CCOc1cc(C2C(C(=O)OCCOc3ccccc3)=C(C)NC3=C2C(=O)CC(C)(C)C3)ccc1O (stereo not given)	-0.1	-0.8	-3.5	1.6
O=S(=O)(c1ccc(-c2ccco2)cc1)C1CCN(CCc2ccccn2)CC1	-0.2	0.3	-1.2	12.7
CCOC(=O)N1CCC(NC(=O)Cn2ccc3ccccc32)CC1	0.1	0.1	0.6	4.9
O=C1N(Cc2ccccc2)c2ccccc2C12NNc1ccccc1O2 (stereo not given)	-0.1	0.0	5.4	-7.0
Remaining list, next part.
SMILES	FBW7 activator	GPR151 ag	TEAD-YAP block	MITF inh
O=C1N/C(=C/c2ccco2)C(=O)N1c1cccc(Cl)c1	0.1	5.2*	-11.2	-1.9
CCCC(C)C(=O)Nc1nc(CC(=O)OCC)cs1 (stereo not given)	0.0	0.8	-4.7	4.7
CC(=O)Nc1c(C)ccc(CNC(=O)COc2ccc(F)cc2)c1C	0.1	-0.9	5.5	-6.8
COc1ccc(NC(=O)CSc2nc3ccccc3c(=O)n2CCCC(=O)NCCc2ccc(OC)c(OC)c2)c(OC)c1	0.0	0.6	2.8	-6.1
C=CCn1c(=O)c(C(=O)Nc2nc3ccc(C)cc3s2)c(O)c2ccccc21	-0.1	1.6	4.9	1.0
O=c1c2sccc2nc(SCc2cc(=O)n3cc(Cl)ccc3n2)n1-c1ccccc1	-0.1	1.2	5.4	0.7
COCCCNC(=O)c1cnc(N2CCN(c3ncccn3)CC2)c2ccccc12	0.2	-0.2	7.5	17.6
Cc1ccccc1S(=O)(=O)Nc1nc2ccccc2nc1NCCO	-0.1	0.7	2.7	4.8
COc1cc(OC)nc(CSCC(=O)NC(C)c2ccccc2)n1 (stereo not given)	0.0	1.9	4.9	10.8
CC(=O)c1ccc(OCC(=O)NCC2(N3CCCCC3)CCCCC2)cc1	0.1	-0.2	-0.9	15.5
CSc1ccccc1NC(=O)CNCC(C)O (stereo not given)	-0.1	0.2	-6.0	28.2
COc1cccc(Cn2c(=O)[nH]c3ncc(-c4ccsc4)nc32)c1	-0.2	0.3	-1.9	-17.0
COc1ccc(Nc2ncc(-c3cncc(OC)c3)n3ccnc23)cc1	0.1	0.6	-5.7	6.0
Cc1[nH]c2c(C)cccc2c(=O)c1CN1CC(C)OC(C)C1 (stereo not given)	0.1	-0.6	2.8	-3.9
Cc1ccc(N=c2oc3ccccc3cc2-c2nc3ccccc3s2)cc1	-0.1	-0.4	-68.7	0.0
COc1ccc(S(=O)(=O)NCCc2sc3nc(-c4ccc(F)cc4)nn3c2C)cc1	0.0	0.5	13.6	-5.8
Cc1cccc(Nc2ccc(N3CCN(C(=O)COc4ccccc4)CC3)nn2)n1	1.0	-0.1	5.3	23.2
O=C(CSc1ccc2nnc(-c3ccncc3)n2n1)Nc1ccc([N+](=O)[O-])cc1	0.2	1.0	13.6	-12.2
COC(=O)c1ccc(COC(=O)c2cc(O)c3ccccc3c2O)o1	-0.3	-1.4	-16.9	-7.3
COc1ccc(S(=O)(=O)N(C)CCO)cc1N(C)S(=O)(=O)c1ccc(C)cc1	0.3	-1.9	5.1	11.8
O=C(Nc1cccc(F)c1)N1CCCC(O)C1 (stereo not given)	0.0	-0.4	-2.1	3.7
COc1ccccc1N1CCN(C(=O)Cn2c(C)cc3ccccc3c2=O)CC1	0.9	-0.7	-3.9	11.3
COc1ccc(S(=O)(=O)Nc2ccc(C)cc2)cc1Br	0.2	-1.1	0.5	22.6
CCC(C)c1ccc(N2C(=O)c3ccccc3NC2c2ccc3c(c2)OCO3)cc1 (stereo not given)	0.9	-0.8	-35.7	6.3
CCOC(=O)c1c(NC(=O)c2cccc(OC)c2)sc(C(=O)Nc2ccccc2OC)c1C	-0.1	0.7	4.9	-0.6

Eleven entries already listed, ordered by molar mass, high to low:
SMILES	FBW7 activator	GPR151 ag	TEAD-YAP block	MITF inh
COc1ccc(S(=O)(=O)NCCc2sc3nc(-c4ccc(F)cc4)nn3c2C)cc1	0.0	0.5	13.6	-5.8
CCC(C)c1ccc(N2C(=O)c3ccccc3NC2c2ccc3c(c2)OCO3)cc1 (stereo not given)	0.9	-0.8	-35.7	6.3
Cc1ccc(N=c2oc3ccccc3cc2-c2nc3ccccc3s2)cc1	-0.1	-0.4	-68.7	0.0
COc1ccc(S(=O)(=O)Nc2ccc(C)cc2)cc1Br	0.2	-1.1	0.5	22.6
COc1ccc(Nc2ncc(-c3cncc(OC)c3)n3ccnc23)cc1	0.1	0.6	-5.7	6.0
CC(=O)Nc1c(C)ccc(CNC(=O)COc2ccc(F)cc2)c1C	0.1	-0.9	5.5	-6.8
COc1cccc(Cn2c(=O)[nH]c3ncc(-c4ccsc4)nc32)c1	-0.2	0.3	-1.9	-17.0
Cc1[nH]c2c(C)cccc2c(=O)c1CN1CC(C)OC(C)C1 (stereo not given)	0.1	-0.6	2.8	-3.9
CCCC(C)C(=O)Nc1nc(CC(=O)OCC)cs1 (stereo not given)	0.0	0.8	-4.7	4.7
CSc1ccccc1NC(=O)CNCC(C)O (stereo not given)	-0.1	0.2	-6.0	28.2
O=C(Nc1cccc(F)c1)N1CCCC(O)C1 (stereo not given)	0.0	-0.4	-2.1	3.7

(further entries)
SMILES	FBW7 activator	GPR151 ag	TEAD-YAP block	MITF inh
O=C1COc2cc(S(=O)(=O)CCC(=O)NC3CCCCCCC3)c(Cl)cc2N1	0.1	0.5	1.9	8.1
CC(Cl)(Cl)C(=O)OC1=C(Sc2ccc([N+](=O)[O-])cc2)C(=O)CCC1	0.0	1.1	5.0	14.7
CCC(Sc1nc2ccccc2c2nc(-c3ccccc3)nn12)C(=O)NCc1cccnc1 (stereo not given)	-0.1	0.8	-2.1	-50.2
COc1ccc(NC(=O)CSc2ncnc3c2nnn3-c2ccc(OC)cc2)cc1	0.0	0.1	-1.9	-3.3
COc1cccn2c(C(=O)NCc3c(F)cccc3F)c(C(F)(F)F)nc12	0.2	0.9	17.9	8.7
CC(C)OC(=O)COc1ccc2c3c(c(=O)oc2c1)CCCC3	0.1	1.6	11.5	15.7
Cc1cc(C)cc(-c2nnc(-c3ccc(-c4ccccc4)cc3)o2)c1	0.0	-0.5	1.4	2.7
Cc1cc(OC(=O)CCC2CCCCC2)c([N+](=O)[O-])c(=O)[nH]1	0.0	-1.9	-5.4	8.0
O=C(NCc1nc(-c2ccncc2)n[nH]1)c1ccc(-c2ccccc2)s1	-0.1	-2.2	-6.9	-9.7
COc1cc2c(cc1OC)/C(=C/c1ccccc1)OC(c1ccccc1)=C2c1ccccc1	0.1	1.0	4.3	2.9
COc1ccc(C2C(C(=O)Nc3cccc(C)n3)c3ccccc3C(=O)N2Cc2ccc(F)cc2)cc1 (stereo not given)	0.1	-0.1	-5.8	-11.3
COc1ccc(N2C(=O)/C(=C/c3ccccc3F)N=C2c2ccc(Br)cc2)cc1	-0.1	0.8	1.5	2.4
COCC(=O)Nc1nnc(-c2ccccc2)s1	0.1	0.3	-40.1	3.1
COc1cccc(CNC(=O)c2c(C(F)(F)F)nc3ccccn23)c1	0.1	0.5	-4.1	3.4
COC(=O)CSc1nnc2n(-c3ccccc3C)c(=O)c3ccccc3n12	0.1	-0.7	1.6	5.9
Cc1ccc(C(=O)Nc2c3c(nn2C(C)(C)C)CSC3)cc1C	0.0	1.1	2.6	-1.0
Cc1nn(Cc2ccccc2Cl)c(C)c1/C=C/C(=O)OCC(=O)NC(N)=O	0.0	0.2	2.3	-0.9
Cc1nn(CC(=O)c2cc(C)n(CCc3ccc(F)cc3)c2C)c(C)c1[N+](=O)[O-]	-0.1	-0.5	22.8	13.0
COc1ccc(OC)c(CN2C(=O)NC(=O)/C(=C\c3ccco3)C2=O)c1	-0.9	3.2	-1.2	56.8*
O=C(CCn1c(=O)oc2ccccc21)Nc1ccccn1	0.1	-0.5	-4.1	19.6
C=CCn1c(SCC(=O)OCC)nc2sc3c(c2c1=O)CCC(C(C)(C)C)C3 (stereo not given)	0.2	-0.4	37.5*	2.0
CN(C)C(=O)N1CCC(c2nnc(-c3ccc(F)cc3)o2)CC1	0.0	-0.1	-2.1	10.1
S=C(NCc1ccco1)N1CCC(c2nc3ccccc3o2)CC1	0.2	0.3	5.2	10.1
CS(=O)(=O)c1ccc2c(c1)nc(C(F)(F)F)n2C1CCNCC1	-0.2	0.3	3.0	2.2
CCCN1CCn2c3c(c4cc(OC)ccc42)CCN=C31	-0.2	-1.4	-0.7	-2.7
More entries follow:
SMILES	FBW7 activator	GPR151 ag	TEAD-YAP block	MITF inh
CC1CCCC(C)N1C(=O)CN1CCC(O)(c2cccnc2)CC1 (stereo not given)	0.1	-0.9	3.0	8.5
C/C=N/N(c1ccccc1)c1ccccc1	-0.3	0.0	-0.9	-6.3
Cc1sc(NC(=O)c2cccc(F)c2)c(C(N)=O)c1C	-0.2	-0.2	-32.6	1.9
CCOC(=O)C1=C(C)N=C2SC(C(=O)OC)=CC(=O)N2C1c1ccc(F)cc1 (stereo not given)	0.1	-1.4	-2.6	3.2
Cc1nc(N2CCOCC2)c2c(C)c(C(=O)N3CCN(Cc4ccccc4)CC3)sc2n1	-0.2	0.5	13.2	4.3
COc1cccc(OCCNC(=O)C(c2ccccc2)c2ccccc2)c1	0.0	1.5	5.4	0.1
Cc1ccc(C)c(NC(=O)C(C)N2Cc3ccccc3C2=O)c1 (stereo not given)	-0.2	-0.2	-5.4	-10.2
C=CCN1C(=O)/C(=C\c2ccccc2Cl)C(C(=O)OCC)=C1C	0.1	0.0	11.4	14.6
COc1ccc(NC(=O)N2CCCCCC2)c(OC)c1	0.7	-2.3	-15.3	19.9
Cc1ccc2nc(C3CCCCN3C(=O)c3cscn3)[nH]c2c1 (stereo not given)	0.2	1.1	1.7	-3.9
Clc1ccc(-c2nc(NCc3ccco3)c3ccccc3n2)cc1	0.3	0.7	3.4	10.8
CC1CN(Cc2cccc([N+](=O)[O-])c2)CC(C)O1 (stereo not given)	0.0	-0.2	2.2	31.6
C=CCC(NCc1ccccc1)C12C=CC(O1)C(C(=O)OC)=C2C(=O)OC (stereo not given)	0.0	-1.4	6.2	6.7
CCOc1ccc(C(=O)Nc2ccccc2[N+](=O)[O-])cc1Br	-0.1	-0.3	-23.4	1.2
CC(C)C(=O)Nc1ccc(NC(=O)c2cccnc2)cn1	0.3	-1.1	-1.0	6.1
O=C(COC(=O)Cc1ccsc1)NCC1CCCCC1	0.1	1.6	-0.4	14.1
CSc1ccccc1NC(=O)CN1CCN(c2ccccc2O)CC1	0.1	-0.7	-6.0	15.5
CC(C(=O)O/N=C(\N)c1ccc(Cl)cc1)c1ccc([N+](=O)[O-])cc1 (stereo not given)	-0.4	-1.2	4.9	-8.2
COc1ccc(CN2CCN(Cc3cnc(N)nc3)CC2CCO)c(F)c1 (stereo not given)	0.1	-0.2	-16.1	2.4

Rows were taken by chance; any-hit rate near 3.4%.
